Screens deposited in PubChem by National Center for Advancing Translational Sciences (NCATS).
Apoferritin bind: candidate novel general anesthetic via apoferritin binding; apoferritin/1-aminoanthracene competitive binding, fluorescence; Potency, µM (series often up to 77.5 µM), inactives show top-dose activity change, negative = displacement, usual class: inhibitors; 0.074% of 350,000 active; note: potency is the fitted concentration of half-maximal effect; % is set by controls: 0 for no effect and ±100 for the full control effect; nearly all actives have a fitted effect of over 20% in size
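In PBS, apoferritin at 10 uM is loaded with 1-AMA from a 50% saturated solution. After 10 min of compound exposure at ambient temperature, reduced 535 nm fluorescence indicates probe displacement.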
BLM helicase inh: inhibitors of human Bloom syndrome helicase BLM. P54132. recombinant BLM DNA unwinding, fluorescence dequenching. Potency, µM (series often up to 56.1 µM), for the others: at the top dose activity change, negative = inhibition, usual class: inhibitors. 0.2% of 350,000 active. AID 2528;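 note: potency is the fitted concentration of half-maximal effect; plate controls were vehicle for no effect and no enzyme for full effect; nearly all actives have a fitted effect of over 35% in size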
Glioma ERSR ind: induces the endoplasmic reticulum stress response in human glioma cells; U87-MG GRP78 promoter luciferase reporter, 16 h; Potency, µM, for the others: top-dose activation, actives largely listed as activators; 0.02% of 420,000 active; AID 602332; note: potency is the fitted concentration of half-maximal effect; series mostly up to about 76 µM; % of control where 0% means no effect; nearly all actives have a fitted effect of over 35% in size
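ERSR induction read as luciferase luminescence (Bright-Glo, 10 min at room temperature) in stably transfected human U87-MG glioma cells exposed to compounds for 16 h, using GRP78 as sensor.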
Pol iota inh: DNA polymerase iota (human) inhibition; AID 588590; Pol iota fluorescent replication assay, 10 min; Potency, µM (series often up to 115 µM), for the others: top-dose activity, negative = inhibition, usual class: inhibitors; Q9UNA4; 1% of 390,000 active; note: potency is the fitted concentration of half-maximal effect
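Fluorescent replication assay read twice, at 0 min and 10 min after adding 50 nM (final) substrate. Enzyme (10 nM) and compounds were first incubated 15 min at room temperature; enzyme-free buffer wells were negative controls.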
POLK inh: inhibitors of human DNA polymerase kappa; Potency, µM (doses to about 107 µM), inactives show at the highest dose activity, negative = inhibition, most hits filed as inhibitors; Q9UBT6; purified Pol kappa, fluorescent DNA synthesis assay, 10 min; AID 588579; 0.53% of 400,000 active; note: potency is the fitted concentration of half-maximal effect; % is set by controls: 0 for no effect and ±100 for the full control effect
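Kinetic fluorescence readout at 0 and 10 min followed reaction start with substrate at 50 nM final. Beforehand, enzyme (10 nM Pol kappa) stood 15 min with compound at room temperature; buffer-only wells were negative controls.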
POLB inh: DNA polymerase beta (human) inhibition; P06746; Pol beta primer extension/strand displacement, fluorescence kinetic; Potency, µM (titrated, usually from 114 µM), without a hit: at the highest dose activity change, negative = inhibition, hits mostly inhibitors; 1.3% of 340,000 active; AID 485314; note: potency is the fitted concentration of half-maximal effect; % is set by controls: 0 for no effect and ±100 for the full control effect
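Pol beta (10 nM) was preincubated with compound for 15 min at room temperature. The reaction was then started with 50 nM substrate and read immediately and after a further 10 min at room temperature.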
Pol eta inh: blocks human DNA polymerase eta activity. Q9Y253. recombinant Pol eta, fluorescent DNA replication assay. Potency, µM (doses to about 114 µM), for inactives: top-dose activity change, negative = inhibition, actives largely listed as inhibitors. 1.2% of 390,000 active; note: potency is the fitted concentration of half-maximal effect; % is set by controls: 0 for no effect and ±100 for the full control effect
Target sequence (Q9Y253 whole entry, looked up): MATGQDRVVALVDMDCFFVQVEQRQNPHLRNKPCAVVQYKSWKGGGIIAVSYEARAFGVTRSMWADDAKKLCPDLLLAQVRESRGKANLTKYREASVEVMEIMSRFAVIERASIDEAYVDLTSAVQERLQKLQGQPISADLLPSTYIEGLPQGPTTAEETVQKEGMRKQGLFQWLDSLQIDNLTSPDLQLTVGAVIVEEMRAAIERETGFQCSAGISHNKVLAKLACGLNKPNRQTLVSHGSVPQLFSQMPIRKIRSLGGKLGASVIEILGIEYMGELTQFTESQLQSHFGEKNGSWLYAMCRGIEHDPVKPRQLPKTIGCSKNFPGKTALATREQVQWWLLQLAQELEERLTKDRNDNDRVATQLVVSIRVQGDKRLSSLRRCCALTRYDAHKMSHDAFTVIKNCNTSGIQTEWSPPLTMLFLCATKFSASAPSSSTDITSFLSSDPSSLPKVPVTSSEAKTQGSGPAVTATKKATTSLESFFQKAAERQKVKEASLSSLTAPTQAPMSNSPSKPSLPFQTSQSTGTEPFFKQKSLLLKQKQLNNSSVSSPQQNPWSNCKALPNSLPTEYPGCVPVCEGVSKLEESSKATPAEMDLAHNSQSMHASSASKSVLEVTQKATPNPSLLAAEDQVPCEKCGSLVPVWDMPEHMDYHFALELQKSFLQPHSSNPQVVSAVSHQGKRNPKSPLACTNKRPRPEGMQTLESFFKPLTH
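Fluorescent replication assay: 50 nM final substrate added after a 15 min room-temperature compound preincubation with 10 nM enzyme. Signal taken at 0 min and again at 10 min.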
LDHA block: inhibitors of human lactate dehydrogenase A. P00338. purified LDHA, NADH/diaphorase-resazurin fluorescence; stronger effect = lower value. AID 1347041. 0.15% of 480,000 active. activity change, % (values are at about 110 or 230 µM); in the data active = activity change below about -30%; inconclusive = mostly about -25% to -30%;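 note: plate controls were DMSO wells for no effect and wells without enzyme for full effect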
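Resorufin fluorescence (ex540/em590), read at 0 and 20 min after diaphorase/resazurin addition, reports the NADH left after a 5 min room-temperature reaction of 2 nM human LDH5 with 0.06 mM NADH and 0.2 mM pyruvate.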
APE1 inh: inhibitors of human APE1 endonuclease. P27695. recombinant APE1, TAMRA/BHQ-2 abasic DNA cleavage fluorescence. Potency, µM (series often up to 65.8 µM), without a hit: at the highest dose activity change, negative = inhibition, hits mostly inhibitors. 0.35% of 350,000 active. AID 2517;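 note: potency is the fitted concentration of half-maximal effect; plate controls were vehicle for no effect and reference inhibitor for full effect; nearly all actives have a fitted effect of over 55% in size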
Target sequence (P27695 whole entry, looked up): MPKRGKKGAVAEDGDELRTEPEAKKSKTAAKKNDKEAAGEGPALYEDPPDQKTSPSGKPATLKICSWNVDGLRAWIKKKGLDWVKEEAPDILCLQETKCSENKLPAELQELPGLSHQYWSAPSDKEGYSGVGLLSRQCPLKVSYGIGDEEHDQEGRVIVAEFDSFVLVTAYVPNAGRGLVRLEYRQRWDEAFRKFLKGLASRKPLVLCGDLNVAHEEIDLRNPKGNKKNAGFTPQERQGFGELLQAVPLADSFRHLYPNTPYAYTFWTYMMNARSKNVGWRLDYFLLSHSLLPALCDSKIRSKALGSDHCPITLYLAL
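Compound pre-exposure to 0.75 nM APE1, 15 min at ambient temperature. Reaction initiated with 50 nM TAMRA/BHQ-2 THF substrate, read immediately in kinetic mode, 525 nm excitation, 598 nm emission.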
* marks the source's active call; other numbers are inactive results; ? = inconclusive; nt = no result given; [ ] = remark or other dose. Unless noted, calls come from the whole dose curve; as a rule, active = well fitted curve in the direction sought with a large enough effect; inconclusive = small, poorly fitted or top-dose-only effect, or another doubt; inactive = no such curve, though single readings can be large; an effect the other way counts as inactive or inconclusive. The list is partial; rates above refer to the full screens.

Results follow in this order: Apoferritin bind	BLM helicase inh	Glioma ERSR ind	Pol iota inh	POLK inh	POLB inh	Pol eta inh	LDHA block	APE1 inh
- CC(=O)c1cnc2c(-c3ccccc3)c(C)nn2c1C
 : -9%	3%	-2%	32%[activator]	-8%	3%	-10%	-4	10%
- Cc1ccc(S(=O)(=O)NC(=O)CSc2nc3ccccc3s2)cc1
 : -7%	5%	-5%	6%	-6%	2%	6%	-8	2%
- Cc1cc(C)c(OCC(=O)OCCNC(=O)c2cccnc2)c(C)c1
 : -5%	3%	-4%	-3%	0%	2%	-1%	-10	0%
- COCCn1nc2cc(C(=O)NCC34CC5CC(CC(C5)C3)C4)ccc2c1OC
 : ?	-5%	-1%	-12%	-6%	2%	-7%	-1	0%
- CCCCSc1nc2sc3c(c2c(=O)n1-c1ccccc1C)CC(C)(C)OC3
 : 9%	-9%	-2%	11%	-1%	27%	2%	-6	nt
- COc1ccc(C2NC(=S)NC(C)=C2C(=O)c2ccccc2)cc1OC (stereo unspecified)
 : -15%	4%	-1%	30%[activator]	-12%	-5%	-1%	-8	5%
- CCN(CC)Cc1c(NC(=O)c2ccccc2)sc(C)c1C
 : -10%	-3%	0%	0%	-12%	15%	-5%	-8	1%
- CCCSc1ncc(Cl)c(C(=O)Nc2ccc(OC)cc2OC)n1
 : 178%[activator]	-3%	nt	2%	-1%	16%	nt	-7	nt
- CCCn1c2ccccc2c2cnn(CC(=O)NCCCOC(C)C)c(=O)c21
 : 31%[activator]	0%	-5%	-12%	?	-9%	-11%	3	nt
- Cc1cccc(C(=O)N[C@H](C(=O)OCC(=O)NC2CCS(=O)(=O)C2)C(C)C)c1 (stereo partly specified)
 : 12%	1%	1%	22%	-15%	22%	-8%	-1	5%
- Cc1ccc(SCC(=O)Nc2ccccc2N2CCOCC2)cc1
 : -4%	-4%	-4%	10%	3%	-2%	-17%	-2	-16%
- COc1ccc(-c2nc(CC(=O)O)cs2)cc1
 : -9%	0%	-7%	1%	-9%	18%	-27%	-1	25%
- Cc1ccc(S(=O)(=O)CCc2nnc(NC(=O)COc3cccc(C)c3)s2)cc1
 : -8%	-2%	-2%	19%	-5%	38%	-14%	-1	-2%
- O=C(Nc1cccnc1)c1ccc2c(c1)C(=O)N(CC1CCCO1)C2=O (stereo unspecified)
 : -14%	-4%	-4%	6%	-1%	-9%	-11%	0	0%
- O=C(CSc1nnc(-c2ccncc2)s1)Nc1ccc(Cl)c(C(=O)O)c1
 : 2%	-1%	-4%	16%	-7%	1%	-13%	-2	11%
- O=c1nc(SCc2c(F)cccc2Cl)nc(-c2ccccc2)[nH]1
 : -6%	1%	5%	23%	-6%	10%	3%	-3	1%
- Cc1cc(C)n(CCCNC(=O)COc2ccc([N+](=O)[O-])cc2)n1
 : nt	nt	-2%	15%	-13%	nt	-9%	-1	16%
- CCOC(=O)c1ccc(CNC(=O)c2cc(C(C)(C)C)oc2C)o1
 : ?	-5%	-3%	?	-17%	-9%	4%	3	-5%
- Cc1ccc(CNC(=O)c2cc3sccc3n2Cc2ccc(F)cc2)cc1
 : 87%[activator]	-2%	-4%	2%	-3%	37%	1%	-7	nt
- COCC(=O)Nc1nnc(COc2ccccc2)s1
 : -21%	-4%	0%	-7%	-25%	27%	9%	0	10%
- CCOC(=O)c1sc(NS(=O)(=O)c2ccccc2Cl)nc1C
 : -15%	-7%	-3%	-13%	2%	2%	-10%	-8	1%
- CSc1nc(Nc2ccc(C)cc2)c(C#N)c(-c2ccccc2)n1
 : 68%[activator]	-3%	-4%	-4%	4%	-4%	-13%	-7	nt
- CC(NC(=O)C1=Cc2ccccc2OC1)c1ccccc1 (stereo unspecified)
 : -1%	-2%	-2%	16%	-14%[60.1 µM]	-2%	-16%	-4	nt
- CCNC(=O)CSc1nnc(CN2CCCCCC2=O)n1-c1ccccn1
 : -3%	1%	2%	128%[activator]	-4%	71%	-19%	-4	17%
- Cc1ccn(CCC(=O)O)n1
 : 1%	-4%	5%	46%[activator]	2%	40%	-14%	-3	-2%
- CC(C)Oc1ccc(CNC(=O)C2CCN(C(=O)N3CCOc4ccc(Cl)cc43)CC2)cc1
 : -6%	-6%	-6%	11%	-34%	5%	-17%	-1	nt
- O=C(CN1C2=NCCN2c2ccccc21)c1ccco1
 : -7%	4%	-4%	6%	0%	?	-4%	2	2%
- CCN(CC)c1ccc(NC(=O)Nc2ccc(C(C)=O)cc2)cc1
 : -18%	-4%	-1%	2%	-19%	?	-1%	8	0%
- CC(C)(C)Cc1nnc(NC(=O)Cc2ccc([N+](=O)[O-])cc2)s1
 : -2%	4%	1%	10%	-1%	3%	-17%	-9	26%
- O=C(O)C1CCN(C(=O)c2csc(-c3ccc4c(c3)CCO4)n2)CC1
 : 6%	-7%	-6%	1%	13%	27%	-8%	1	-5%
- Cc1cccc(N2CCN(C(=O)CCCn3c(=S)[nH]c4cc5c(cc4c3=O)OCO5)CC2)c1C
 : -8%	-3%	-5%	12%	-9%	9%	-6%	-12	1%
- CCC(C(=O)NCCCN(CC)CC)n1ncn2c(cc3occc32)c1=O (stereo unspecified)
 : 9%	0%	nt	19%	-12%	15%	nt	-11	nt
- CCn1c(=O)n(CC)c2cc(N3CCCCC3)c(NC(=O)Nc3cc(Cl)ccc3OC)cc21
 : 6%	-8%	-4%	-9%	-29%	9%	-5%	-3	nt
- CC(=O)c1ccc(N2CCN(C(=O)c3cccs3)CC2)c(F)c1
 : 9%	1%	2%	14%	-3%	3%	-3%	-10	8%
- Cc1ccnc(NC(=O)c2cc3ccccc3o2)c1
 : nt	nt	-13%	24%	0%	nt	0%	-5	10%
- CC(C)C[C@H](NC(=O)Nc1cccc(Br)c1)C(=O)O
 : -2%	2%	-2%	41%[activator]	-12%	0%	0%	-8	-5%
- C=CC[C@@H](CC(=O)N[C@@H](CO)Cc1ccccc1)C(=O)NC[C@H](OC(=O)[C@@H](CC=C)Cc1ccc(F)cc1)c1ccccc1
 : nt	nt	-3%	21%	3%	nt	-16%	-7	5%
- Cc1nn(C(C)(C)C)c(OC(=O)c2cccs2)c1Sc1ccccc1
 : -21%	-13%	-1%	3%	-14%	1%	-11%	-2	-5%
- N#Cc1ccccc1S(=O)(=O)N1CCN(CC(=O)NC(=O)NC2CCCCC2)CC1
 : nt	nt	-3%	23%	-12%	nt	1%	-3	2%
- CC1=NN(C(=O)Cc2ccc([N+](=O)[O-])cc2)C(O)(c2cccnc2)C1 (stereo unspecified)
 : -2%	2%	3%	7%	0%	-6%	-2%	-10	3%
- COCC(C)NC(=O)CSc1nc2cc(S(=O)(=O)N3CCCCC3)ccc2o1 (stereo unspecified)
 : nt	nt	0%	4%	7%	nt	-18%	1	-13%
- CS(=O)(=O)c1nc(-c2ccccc2)cc(C(F)(F)F)n1
 : 0%	-6%	-14%	?	-18%	?	-13%	-6	-4%
- COc1ccc(C2CC(=O)N3C(=C2C#N)SCC3(O)c2ccccc2)cc1 (stereo unspecified)
 : 16%	-10%	0%	6%	-12%	1%	-25%	15	-2%
- COc1ccc(S(=O)(=O)Nc2cccc(-c3ccc(N4CCC(C)CC4)nn3)c2)cc1OC
 : ?	-5%	-11%	-10%	-6%[60.1 µM]	-14%	-13%	1	nt
- CCN(CC)S(=O)(=O)c1ccc(N2CCOCC2)c(NC(=O)c2cc([N+](=O)[O-])ccc2Cl)c1
 : -5%	-8%	-4%	107%[activator]	-3%	9%	-16%	-6	-1%
- O=C(Nc1ccc(F)c(Cl)c1)N1CCN2CCCCC2C1 (stereo unspecified)
 : 88%[activator]	3%	-2%	21%	-4%	-27%	-11%	-8	nt
- O=C(NN1C(=O)NC2(CCCCC2)C1=O)c1ccc(-c2ccccc2Cl)o1
 : nt	nt	1%	6%	-7%	nt	-14%	0	38%[activator]
- O=C(/C=C/c1cccc(O)c1)c1cccnc1
 : -5%	-2%	9%	?	1%	-12%	2%	-4	-6%
- COc1cc(C(=O)NCCc2sc(-c3ccc(C)cc3)nc2C)cc(OC)c1OC
 : -3%	-3%	7%	?	-5%[60.1 µM]	16%	-10%	-7	nt
- O=C(COCc1cc(-c2cccs2)on1)N1CCN(c2ccc(F)cc2)CC1
 : -11%	-2%	-3%	18%	-4%	-3%	0%	-2	nt
- Cc1ccc(S(=O)(=O)Nc2ccc3c(c2)nc(C)n3C)cc1
 : 1%	-3%	0%	3%	-2%	?	-14%	-1	3%
- O=C(Nc1cccc(Cl)c1)Nc1csc([N+](=O)[O-])c1
 : -8%	-12%	4%	7%	1%	3%	-8%	-1	-9%
- O=C(NCCc1ccccc1)c1cccc(Br)c1
 : ?	0%	0%	19%	11%	-1%	-12%	1	-15%
- CCN1CCCC1CN(Cc1cc2cc(OC)ccc2[nH]c1=O)C(=O)NCc1ccccc1 (stereo unspecified)
 : -8%	-6%	-3%	8%	0%	31%	-11%	-2	-4%
- Cc1nc2cnc(N(C)C)nc2n(Cc2ccc(F)cc2)c1=O
 : nt	-3%	-5%	nt	-20%[60.1 µM]	nt	nt	nt	-3%
- CCCCCn1c(=O)[nH]c2cc(C(=O)NCCN3C(C)CCCC3C)ccc2c1=O (stereo unspecified)
 : -11%	2%	-2%	19%	3%	-6%	-9%	-4	85%[activator]
- CC(C)NC(=O)N(Cc1ccccc1)Cc1cccs1
 : -4%	-3%	-4%	-20%[58.9 µM]	1%	18%	-16%	-2	-2%

Single records (already shown). Order of screens: Apoferritin bind | BLM helicase inh | Glioma ERSR ind | Pol iota inh | POLK inh | POLB inh | Pol eta inh | LDHA block | APE1 inh
Results for O=C(NCCc1ccccc1)c1cccc(Br)c1 : ? | 0% | 0% | 19% | 11% | -1% | -12% | 1 | -15%
Results for O=C(COCc1cc(-c2cccs2)on1)N1CCN(c2ccc(F)cc2)CC1 : -11% | -2% | -3% | 18% | -4% | -3% | 0% | -2 | nt
